Screening data as filed in PubChem.
VEEV TC-83 Vero: inhibitors of VEEV TC-83 cytopathic effect, confirmation, Vero cells (AID 588727); inhibition, % at 20 µM, or IC50 in µM where a hit was titrated; 350,000 compounds, 0.13% hits; Vero cells, VEEV TC-83 cytopathic effect inhibition; higher % means a stronger effect; in the data active = a potency from the dose series; inconclusive = inhibition mostly from about 14% at the one dose, without a potency; inactive = the rest, 99 in 100 with inhibition below about 12%; also: strong numbers were not always called active
influenza NS1A: NS1A inhibition, H1N1 influenza, cell based functional assay (AID 504329); inhibition, % at 12.5 µM, or IC50 in µM where a hit was titrated; 340,000 compounds, 0.3% hits; NS1A functional cell-based assay, percent inhibition; higher % means a stronger effect; in the data active = a potency from the dose series; inconclusive = inhibition above about 27% without an active follow-up result; also: strong numbers were not always called active
M. tuberculosis: growth inhibition of non-replicating M. tuberculosis (AID 488890). Mycobacterium tuberculosis non-replicating, growth inhibition; higher % means a stronger effect. 320,000 compounds, 0.39% hits. inhibition, % at 25 µM, or IC50 in µM where a hit was titrated; in the data active = a potency from the dose series; inconclusive = inhibition mostly from about 82% at the one dose, without a potency; inactive = the rest, 99 in 100 with inhibition below about 76%;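 also: plate controls were DMSO cells for no effect and high antibiotic wells for full effect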
M. tuberculosis HTS: M. tuberculosis growth inhibition, HTS (AID 449762); 330,000 compounds, 0.59% hits; one-dose inhibition, % at 25 µM; IC50 in µM for titrated hits; M. tuberculosis H37Rv growth inhibition, 7H9 media; higher % means a stronger effect; in the data active = a potency from the dose series; inconclusive = inhibition above about 70% without an active follow-up result;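 also: bacterial growth assessed after seven days of incubation; strong numbers were not always called active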
PhoP GFP inhibition: Inhibition of PhoP regulon, Salmonella typhi GFP reporter cells, confirmation, 4 h (AID 1850) | Salmonella Typhi PhoP-promoter GFP reporter, fluorescence, 4 h; higher % means a stronger effect | one-dose inhibition, % at 50 µM; IC50 in µM for titrated hits | 310,000 compounds, 0.33% hits; in the data active = a potency from the dose series; inconclusive = inhibition mostly from about 25% at the one dose, without a potency; inactive = the rest, 99 in 100 with inhibition below about 19%;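 also: 0% = induced wells with vehicle and 100% = uninduced wells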
VEEV TC-83 Vero 10K pilot screen: second read-out of VEEV TC-83 Vero, no call of its own (marks repeat the call); inhibition, %; measured here: 10K pilot screen inhibition
Active calls of the source: *; i = inactive; ? = inconclusive; · = no result given.

SMILES | VEEV TC-83 Vero | influenza NS1A | M. tuberculosis | M. tuberculosis HTS | PhoP GFP inhibition | others
COc1cc(/C=C(\C#N)C(=O)Nc2ccccn2)ccc1O | 1.3% | 7% | -16% | -2% | 12%
Cc1ccccc1NC(=O)C1CCCN(c2ncnc3onc(-c4ccc(F)cc4)c23)C1 (stereo unspecified) | 0.7% | 9% | 24% | 6% | 4%
COc1ccc(NC(=O)CSc2nnc(C3CCCCC3)n2-c2ccccc2)cc1 | 4.2% | -3% | 19% | 2% | 4%
Cc1c(C)c2c(OCC(=O)NCCCO)cc3c(c2oc1=O)CCC(C)(C)O3 | 1.1% | -7% | -10% | 9% | 1%
Fc1cccc(NCc2cn3ccccc3n2)c1 | 2.1% | -8% | -2% | 1% | 6%
C=CCn1c(-c2ccccc2)c[nH]c1=S | 7.4% | 9% | 12% | -4% | -1%
COc1ccc(CCNC(=O)C2CC2)cc1OC | i | -15% | 5% | -9% | -8%
Cc1ccc(S(=O)(=O)N2CC(O)C[C@H]2C(=O)OCC(=O)Nc2ccc(N3CCCCC3)cc2)cc1C (stereo partly specified) | 1.2% | 63µM* | 10% | 14% | -3%
O=C(Nc1ccc(F)cc1)N1CCC(c2nc3c(nnn3Cc3ccccc3Cl)c(=O)[nH]2)CC1 | 2.1% | 12% | 11% | ? | 9%
C=CCN1C(=O)c2cccc3c(N4CCCCC4)ccc(c23)C1=O | 1.7% | -10% | 11% | 42% | -54%
c1ccc(N2CC[N+]3(CCCC3)CC2)nc1 | 0.9% | -6% | -2% | -1% | -3%
CCCCNc1c(-c2ccc(OC)c(SC(C)CC)c2)nc2ccc(Cl)cn12 (stereo unspecified) | 3.9% | 9% | 29% | 18% | ·
COc1ccc(Oc2ccc(-c3ccn[nH]3)cc2)cc1 | 2.6% | 0% | 11% | 1% | 13%
CCCCn1c(N)c(N(CC(C)C)C(=O)c2ccc(Cl)c(S(=O)(=O)N3CCCC3)c2)c(=O)[nH]c1=O | 4.0% | 3% | 11% | 0% | -5%
Cc1ccnc(NS(=O)(=O)c2ccc(NC(=O)/C=C/c3cccs3)cc2)n1 | 0.4% | -16% | 69% | 7% | 7%
Cc1cc(C(=O)Nc2ccccc2)oc(=O)c1 | 1.3% | -6% | 55% | 4% | -4%
Clc1ccccc1-c1nnc2sc(C3COc4ccccc4O3)nn12 (stereo unspecified) | 2.3% | -2% | · | · | -1%
O=C(C1CCN(S(=O)(=O)c2cccs2)CC1)N1CCCC(C(F)(F)F)C1 (stereo unspecified) | 1.1% | 16% | 0% | -7% | -7%
Cc1ccccc1CC1SC(N=C(N)N)=NC1=O (stereo unspecified) | 1.6% | -26% | 6% | 8% | 2%
CCc1cccc(C)c1NC(=O)CSc1nnc(-c2cc3cc(Br)ccc3o2)n1CC | 4.2% | 1% | 7% | -2% | -4%
O=C(c1ccccc1F)N1CCN(c2ccc([N+](=O)[O-])cc2-n2cccc2)CC1 | 0.3% | 6% | 11% | ? | -8%
O=C(Nc1ccn(Cc2ccccc2)n1)c1cccc(Cn2cc([N+](=O)[O-])cn2)c1 | 6.5% | 1% | 59% | 9% | -7%
Cc1ccc(N/C(=C\C(=O)c2ccccc2)C(=O)O)cc1 | 1.3% | 1% | 39% | -3% | 31µM*
Cc1cc([N+](=O)[O-])c(NCCCCCCO)c([N+](=O)[O-])c1 | 3.6% | 11% | 16% | -3% | -13%
O=C1CN(C(=O)c2cc(F)cc(F)c2)c2ccccc2N1 | 0.2% | 1% | 0% | -2% | 6%

Among those listed so far, these contain an aryl thioether with sulfur outside any ring.
SMILES | VEEV TC-83 Vero | influenza NS1A | M. tuberculosis | M. tuberculosis HTS | PhoP GFP inhibition | others
COc1ccc(NC(=O)CSc2nnc(C3CCCCC3)n2-c2ccccc2)cc1 | 4.2% | -3% | 19% | 2% | 4%
CCCCNc1c(-c2ccc(OC)c(SC(C)CC)c2)nc2ccc(Cl)cn12 (stereo unspecified) | 3.9% | 9% | 29% | 18% | ·
CCc1cccc(C)c1NC(=O)CSc1nnc(-c2cc3cc(Br)ccc3o2)n1CC | 4.2% | 1% | 7% | -2% | -4%

(cont.)
SMILES | VEEV TC-83 Vero | influenza NS1A | M. tuberculosis | M. tuberculosis HTS | PhoP GFP inhibition | others
C=CCn1c(=NC(=O)c2ccccc2[N+](=O)[O-])sc2cc(S(C)(=O)=O)ccc21 | 4.5% | -8% | -1% | 3% | -3%
CCOC(=O)C1CCN(CC(=O)N2CCc3ccccc32)CC1 | i | 12% | -3% | 8% | -1%
CC(=O)c1cnc(-c2ccccn2)s1 | 0.8% | -5% | -11% | -7% | 12%
COc1cccc(NC(=O)CSc2nnc(Cc3ccc(C)cc3)c(=O)n2N)c1 | 8.4% | -4% | 42% | 5% | -3%
COc1cc(/C=C/C(=O)N2CCN(C)CC2)cc(S(=O)(=O)N2CCc3ccccc32)c1OC | 1.0% | 11% | 5% | 7% | 6%
O=S(=O)(Nc1nc2cc3c(cc2nc1Cl)OCCO3)c1ccccc1 | 2.5% | -17% | 9% | -9% | -13%
Cc1cccc2cc(CN(Cc3cccs3)Cc3nnnn3Cc3ccccc3)c(=O)[nH]c12 | 8.7% | 2% | 51% | -2% | 2%
Cc1ccc(Cl)cc1N1CCN(C(=O)Cn2ccc3ccccc3c2=O)CC1 | 0.1% | 11% | · | -2% | -66%
O=S(=O)(NCC(c1cccnc1)N1CCOCC1)c1ccccc1 (stereo unspecified) | 0.7% | -3% | 2% | 0% | -2%
CC/C(=N\NC(=O)CSCc1ccc(Cl)cc1)c1ccc2c(c1)OCCO2 | i | 8% | 14% | 63% | -1% | VEEV TC-83 Vero 10K pilot screen=1.7
COc1ccc(CN(C)C(=O)c2cc(-c3ccc(C)cc3C)nc3ccccc23)c(OC)c1OC | 11% | 9% | 16% | 3% | 2%
OC(C#CCCN1CCCCC1)(c1ccccc1)c1ccccc1 | i | · | 0% | -7% | 11%
CCC(=O)N1CCc2cc(Br)cc(S(=O)(=O)N3CCC(C(=O)NC(C)(C)C)CC3)c21 | i | 1% | 36% | 7% | 15%
c1ccc(-c2cc(-c3ccncc3)nc3ccc4ccccc4c23)cc1 | 4.8% | -7% | 30% | -3% | -9%
COC(=O)c1ccc(N2CCC(C)CC2)c(N)c1 | 1.8% | 0% | 44% | 5% | 1%
Cc1c2cn[nH]c(=O)c2c(C)n1-c1ccccc1 | 1.1% | -25% | 0% | 0% | -6%
COc1cc(C(=S)N2CCC(Cc3ccccc3)CC2)ccc1OCC(N)=O | 0.8% | -9% | 7% | 5% | 5%
COc1cc(C(=O)OCC(=O)N2c3ccccc3NC(=O)C2(C)C)ccc1OCC(C)C | 9.7% | 2% | 25% | 16% | -9%
Cc1ccc(NC(=O)CN(C)Cc2ccc(Cl)cc2)cc1 | 0.2% | -8% | ? | 1% | -1%
CCOc1ncccc1C(=O)OCC(=O)Nc1cccc(S(N)(=O)=O)c1 | 1.2% | -10% | -1% | -9% | 0%
COc1ccccc1C(=O)N/C(=C\c1ccccc1)C(=O)NC(Cc1ccccc1)C(=O)O (stereo unspecified) | 0.8% | 7% | -9% | -7% | -1%
O=C(NCc1ccco1)[C@@H]1CSC2c3ccccc3C(=O)N21 (stereo partly specified) | 1.0% | -9% | -3% | -6% | -1%
COc1cccc(C(=O)N(C)C(C)c2nc3ccccc3s2)c1 (stereo unspecified) | 0.5% | -6% | 9% | 4% | -12%
COc1ccc2cc3cc(C(=O)NCC4CCCO4)oc3nc2c1 (stereo unspecified) | 3.3% | 1% | 28% | -3% | 5% | VEEV TC-83 Vero 10K pilot screen=6.0
CCOc1cc(N2CCOCC2)c(OCC)cc1NC(=O)c1ccccc1C | 2.7% | -14% | 20% | 4% | -10%

Grouped by structure: the compounds so far containing a nitro group on carbon
SMILES | VEEV TC-83 Vero | influenza NS1A | M. tuberculosis | M. tuberculosis HTS | PhoP GFP inhibition | others
O=C(c1ccccc1F)N1CCN(c2ccc([N+](=O)[O-])cc2-n2cccc2)CC1 | 0.3% | 6% | 11% | ? | -8%
O=C(Nc1ccn(Cc2ccccc2)n1)c1cccc(Cn2cc([N+](=O)[O-])cn2)c1 | 6.5% | 1% | 59% | 9% | -7%
Cc1cc([N+](=O)[O-])c(NCCCCCCO)c([N+](=O)[O-])c1 | 3.6% | 11% | 16% | -3% | -13%
C=CCn1c(=NC(=O)c2ccccc2[N+](=O)[O-])sc2cc(S(C)(=O)=O)ccc21 | 4.5% | -8% | -1% | 3% | -3%

(more compounds)
SMILES | VEEV TC-83 Vero | influenza NS1A | M. tuberculosis | M. tuberculosis HTS | PhoP GFP inhibition | others
COc1ccc(S(=O)(=O)N2CCN(Cc3cccc(Cl)c3)CC2)cc1 | i | -2% | -2% | 5% | 0%
CC/C(=N\Nc1ccnc2cc(Cl)ccc12)c1ccc(O)cc1 | 5.8% | 2% | 36% | 10% | 51µM*
NCCOc1cnn(-c2ccccc2Cl)c(=O)c1Cl | i | 21% | -1% | 1% | -7%
COc1ccccc1C1(CC(=O)N2CCOCC2)CCOC(C(C)C)C1 (stereo unspecified) | 1.4% | 8% | 8% | -3% | -6%
Brc1cccc(Cn2c(-c3cncs3)nc3ccccc32)c1 | i | 5% | 12% | 4% | 5%
COc1ccc(C2CC(c3ccccc3O)=NN2c2ccccc2)cc1 (stereo unspecified) | i | -11% | -2% | -2% | 8%
O=C(CCCN=C1NS(=O)(=O)c2ccccc21)OCc1cc([N+](=O)[O-])cc2c1OCOC2 | 1.9% | 3% | -3% | -2% | 2%
Clc1ccc(-c2csc(N3CCCCCC3)n2)cc1 | i | -6% | 31% | 8% | -5%
O=C(Nc1ccncc1)C1CC(=O)N(c2ccccc2)C1 (stereo unspecified) | 0.4% | -18% | · | · | ·
O=C(C[n+]1ccc(C(=O)N/N=C/c2ccc(O)cc2)cc1)c1ccccc1 | 3.8% | 3% | 64% | 4.5µM* | 3%
COc1ccc(N2CCN(S(=O)(=O)c3ccc4oc(=O)ccc4c3)CC2)cc1 | 1.2% | 5% | 2% | 5% | 1%
Cc1cc(=O)oc(C)c1C(=O)N1CCN(C)CC1 | 0.2% | -9% | -1% | 6% | 1% | VEEV TC-83 Vero 10K pilot screen=1.6
Cc1onc(-c2ccccc2Cl)c1C(=O)Nc1nnc(Cc2ccc(Cl)cc2)s1 | 4.2% | -5% | 21% | 1% | 2%
CSCCC(NC(=O)c1ccccc1)C(=O)NCCc1ccc2c(c1)OCCO2 (stereo unspecified) | 3.2% | 14% | -8% | 1% | ·
COC(=O)c1ccc(N2NC(=O)/C(=C/c3ccc(-c4ccc(Cl)c(C(=O)O)c4)o3)C2=O)cc1 | 2.7% | 4% | · | · | ·
O=C(CSc1nc2ccsc2c(=O)n1NC(=O)c1ccccc1)Nc1nccs1 | 5.2% | -3% | -1% | -6% | 12% | VEEV TC-83 Vero 10K pilot screen=4.8
CCOc1ccccc1NC(=O)C1CCCN(c2c(CC)c(C)nc3ncnn23)C1 (stereo unspecified) | 5.3% | 2% | 9% | 3% | 14%
CCSc1nc2cc(OC)c(OC)cc2c(=O)n1CC | 2.6% | 0% | 10% | -12% | -7% | VEEV TC-83 Vero 10K pilot screen=2.8
CCOc1ccc(S(=O)(=O)N2CCC(C(=O)Nc3cc(S(C)(=O)=O)ccc3Cl)CC2)cc1 | 8.2% | -3% | 22% | -3% | ·
Cc1ccc2c(C)c(C(=O)N3CCN(c4ccncc4)CC3)oc2c1C | 1.3% | 15% | ? | 0% | -5%
O=C(Cn1cc2c(n1)CCCCC2)NC1CCN(Cc2ccccc2)CC1 | i | 7% | 0% | -12% | -1%
C=C(C)C(=O)Nc1cccc(C2=NOC3(C2)C[C@H](C(N)=O)N(C(=O)c2ccccc2C(=O)c2ccccc2)C3)c1 (stereo partly specified) | 0.5% | 10% | 13% | -4% | -13%
CC(C)c1ccc(S(=O)(=O)N2CCN(C(=S)NCc3ccco3)CC2)cc1 | 2.5% | 2% | -7% | 8% | 6%
CCc1c(C)c2c(C)[nH]nc2oc1=O | 4.1% | -4% | -5% | -3% | -7%
CC#CC(=O)N1CCC(C(=O)Nc2ccc(Oc3ccccc3)nc2)CC1 | 1.6% | 1% | -2% | 2% | 0%
CCC(C)C(=O)Nc1nc(C)c(-c2csc(Nc3ccccc3OC)n2)s1 (stereo unspecified) | 9.8% | 3% | 6% | 3% | -5%
COc1ccc(CN(C)C(=O)COC(=O)c2cnc(Cl)c(Cl)c2)cc1 | 1.7% | -5% | ? | ? | ·
COc1cc(C2Nc3ccc4ccccc4c3C3=C2C(=O)CC(C)(C)C3)ccc1OCC(=O)O (stereo unspecified) | i | 1% | -5% | -1% | 9%
COCCCN(CCC#N)C(=O)c1c(-c2c(Cl)cccc2Cl)noc1C | 0.1% | -24% | -7% | -3% | -1%
COc1ccc(CCNC(=O)CCCCn2c(=O)[nH]c3ccccc3c2=O)cc1OC | 6.8% | 11% | 11% | 0% | -9%
